# Screening results: PubChem, Sanford-Burnham Center for Chemical Genomics
# TAG inh = inhibitors of triacylglycerol accumulation, primary screen, cell-based, uHTS, fluorescence, H9c2 | H9c2 cells, Nile Red lipid (TAG) fluorescence; cells loaded with 200 µM oleic acid | inhibition, % at 12.5 µM | 230,000 compounds, 0.66% hits;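 active means pattern-corrected inhibition of lipid staining of at least 50% with the nuclear-stain viability signal not falling by more than 50%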;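 further: 0% = DMSO wells and 100% = triacsin C control wells; some results filed as inactive read as strong as hits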
# TAG inh DAPI viability = second read-out of TAG inh, no call of its own (marks repeat the call); DAPI nuclei signal change (viability), lower = more cytotoxic, %;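 whole-well DAPI fluorescence read on a plate reader as a viability signal; minus 50 percent equals half of cells still viable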
# Starred values were filed as active, the others as inactive. A portion of the library; count on the stated rates, not on these rows.
mol	TAG inh	TAG inh DAPI viability
Cc1nc(C)c(-c2nnc(-c3ccccc3Cl)o2)cc1C(=O)NN	2	-4
CC(=O)NCCNC(=O)c1ccc(CSc2nc3ccccc3s2)cc1	9	3
CCCCCCCNC(=O)C1(CC2CC(c3cccc(Br)c3)=NO2)CCN(C(=O)C2(C)CC2)CC1 (stereo not given)	7	-2
COc1ccc(/C=N/OCC(=O)NCC(C)C)c(OC)c1	-30	-1
C[C@H]1CN([C@@H](C)CO)C(=O)CCCn2nncc2CO[C@H]1CN(C)S(=O)(=O)c1ccc2ccccc2c1	-3	-4
COc1ccc(-c2nc(NC(=O)C3CC(=O)N(c4ccc5c(c4)OCCO5)C3)sc2C)cc1 (stereo not given)	36	-12
CCOc1ccc(NS(=O)(=O)c2c(C)nc3sc(CC)nn3c2=O)cc1	-13	-7
O=C(O)CN1C(=O)S/C(=C\c2cccnc2)C1=O	-1	-2
CN1CCC(N(C)C(=O)c2cc(-c3ccc(F)cc3)nc3ccccc23)CC1	2	7
CN(Cc1ccc(Cl)cc1Cl)C(=O)CNC(=O)c1ccc2c(c1)OCO2	4	1
N#Cc1ccc(C(=O)Nc2cccc3cccnc23)c(F)c1	-3	32
COc1cc2cnc(-c3ccccc3)c(-c3cccc(C(F)(F)F)c3)c2cc1OC	-8	-5
S=C(Nc1ccc(Nc2ccccc2)cc1)Nc1ccccn1	-53	7
Cc1ccc(-n2nnnc2CCl)cc1	13	-7
C[C@H](CO)N1C[C@H](C)[C@@H](CN(C)Cc2ccc3c(c2)OCO3)Oc2c(NS(C)(=O)=O)cccc2C1=O	-2	-5
NCCCC[C@H](N[C@@H](CCc1ccccc1)C(=O)O)C(=O)N1CCC[C@H]1C(=O)O	4	-6
COc1ccc(NC(=O)CC2COc3ccccc3O2)c(OC)c1 (stereo not given)	-10	-5
Cc1sc(NC(=O)c2ccco2)c(C(c2cccnc2)N2CCN(CCO)CC2)c1C (stereo not given)	-14	8
CN(C)/C=C1\SC(=S)N(c2ccc(Br)cc2)C1=O	-11	-5
CN(C(=O)COC(=O)c1nc(-c2ccccc2)n(-c2ccccc2)n1)C1CCS(=O)(=O)C1 (stereo not given)	-10	11
Cc1ccc(NC(=O)C(=O)c2c(-c3ccccc3)cc3ccccn23)cc1S(=O)(=O)N1CCOCC1	15	13
CC(NC(=O)CCC(=O)c1ccc(F)cc1)C1CC2CCC1C2 (stereo not given)	12	-16
Cc1c(NC(=O)CC2CC(C)OC2=O)c(=O)n(-c2ccccc2)n1C (stereo not given)	-3	1
C[C@H](CO)N1C[C@H](C)[C@@H](CN(C)Cc2ccncc2)Oc2c(NS(=O)(=O)c3ccccc3)cccc2C1=O	-9	-2
COc1ccccc1CNC(=O)CCS(=O)(=O)c1cccc2nonc12	7	0

# Remaining list, next part:
mol	TAG inh	TAG inh DAPI viability
O=C(Nc1cc(-c2ccccc2)nn1C1CCCCC1)c1ccc(Cl)cc1	27	0
CN(C)c1ccc(C(=O)OCc2ccc(Br)cc2)cc1	-17	2
Cc1ccc(CNC(=O)c2ccc(N3CCC4(CC3)CC(c3cccc(Br)c3)=NO4)c(NC(=O)c3cccc(C)c3)c2)cc1	6	-11
CCCC(=O)N1CCN(c2ccc(NC(=O)c3ccc([N+](=O)[O-])o3)cc2Cl)CC1	123	-82
CCCCN1CC(=O)N2[C@H](c3ccc(Cl)cc3)[C@@H]3C(=O)N(CC)C(=O)[C@@H]3[C@]2(Cc2ccccc2)C1=O	19	-8
COc1ccc(OCC(=O)Nc2cccc(C(C)=O)c2)cc1	-6	-8
Cc1ccc(/C=C/C(=O)c2ccc(O)cc2)cc1	5	0
CCOC(=O)c1cnn(-c2nc(CC)nc3sc4c(c23)CCC4)c1N	-15	0
COc1cc2[nH]c(=O)n(Cc3ccc(C(=O)NCCCN4CCN(C)CC4)cc3)c(=O)c2cc1OC	-9	9
O=C(COC(=O)c1ccc(O)cc1)Nc1ccc2c(c1)OCO2	-8	5
COCCCNC(NC(=O)c1ccc(OC)cc1)C(Cl)(Cl)Cl (stereo not given)	-22	4
COc1ccc(N(C)S(=O)(=O)c2cccc(C(=O)N3CCN(c4cccc(C)c4C)CC3)c2)cc1	-18	-5
Cc1cnc(C(=O)OCC(=O)N2c3ccccc3CC2C)cn1 (stereo not given)	-1	0
O=C(CN1C(=O)NC2(CCOc3ccccc32)C1=O)N1CCCCC1 (stereo not given)	11	-5
Cc1ccc(OCC(=O)Nc2nnc(S(=O)(=O)N3CCCCCC3)s2)cc1C	-5	1
CC1(Oc2cnc(Cl)c3ccccc23)CCN(Cc2ccc(-c3ccccn3)cc2)C1 (stereo not given)	-8	7
NC(=O)C1CCN(C(=O)/C=C/c2cccc(Br)c2)CC1	-2	-2
CC(C)(C)OC(=O)C(Cl)(C(=O)OC(C)(C)C)c1ccc2nnnn2n1	15	-12
Cc1ccc(N2CC(C(=O)OCC(=O)Nc3ccccc3C)CC2=O)cc1 (stereo not given)	1	2
O=C1NC2(CCCCC2)C(=O)N1Cc1ccc([N+](=O)[O-])cc1	3	-6
COc1ccc(S(=O)(=O)N2CCOCC2)cc1NC(=O)c1ccc(S(=O)(=O)N2CCCCC2)cc1	1	-6
O=C(c1ccc(Cl)c(S(=O)(=O)N2CCCC2)c1)N1CCN(c2ccccc2)CC1	3	-10
COc1ccccc1OCC(=O)NCCSCc1ccccc1Cl	-20	-4
Brc1ccc2nc(CSc3ncn[nH]3)cn2c1	-10	8
CC(C)Cn1c(N)c(C(=O)COC(=O)CCNS(=O)(=O)c2ccccc2)c(=O)n(C)c1=O	-10	-2

# The listing continues.
smiles	TAG inh	TAG inh DAPI viability
CCOC(=O)C1CCN(C(=O)COC(=O)CCOc2ccc(C)cc2)CC1	12	2
O=C1CN(C(=O)COC(=O)CCC(=O)c2ccc(Cl)cc2)c2ccccc2N1	-3	1
O=C(CSc1nnc(-c2ccccc2)n1-c1ccccc1)NCc1ccco1	4	9
COc1ccc(C(CNC(=O)C(C)(C)Oc2ccc(Cl)cc2)N2CCCCC2)cc1 (stereo not given)	-14	9
O=C(COC(=O)/C=C/c1ccco1)NC1CCCCC1	-18	-2
O=C(c1cccc(F)c1)N1CCN(Cc2ccc3c(c2)OCO3)CC1	4	-4
COc1ccc(NC(=S)N(CCN2CCOCC2)C2CCN(C(C)=O)CC2)cc1Cl	-5	17
COC(=O)CNC(c1ccccc1)c1cc(Br)ccc1NC(=O)OCc1ccccc1 (stereo not given)	-80	-6

# New compounds follow
smiles	TAG inh	TAG inh DAPI viability
COc1ccc(C(=O)NNC2=Nc3cccc4cccc2c34)cc1	0	4
FC(F)(F)C(F)(F)C(F)(F)c1nnc2ccc(N3CCOCC3)nn12	7	0
CC1(c2cccc3ccccc23)NC(=O)N(CC(=O)NC2CCS(=O)(=O)C2)C1=O (stereo not given)	17	-3
O=C1C(=Cc2cccs2)Oc2ccccc21	12	2
CC(=O)OC(C(=O)NC1CCCCC1)c1ccc(Cl)cc1 (stereo not given)	-10	1
O=C(NNC(=O)c1ccc(O)c(Cl)c1)c1cccc(S(=O)(=O)N2CCOCC2)c1	3	-1
Cc1ccc(C)c(NC(=O)Nn2cnnc2)c1	1	1
Cc1ccc(C(=O)Oc2ccc(N3C(=O)CCC3=O)c(C)c2)cc1	10	3

# Next part.
smiles	TAG inh	TAG inh DAPI viability
COc1ccc(/C=N/NC(=O)c2cc(-c3cccc(C)c3)nc3ccccc23)cc1O	-5	1
Clc1cccc(OCCOCCN2CCNCC2)c1Cl	-7	5
CCN(CC(=O)Nc1c(F)cccc1F)C(=O)c1cccnc1SC	-6	6
CCOc1cc(/C=C/C(=O)OCC(=O)NCCN2C(=O)CSC2=O)ccc1OCC(C)C	-5	4
Cc1ccc(NC(=O)CN(C)C(=O)c2ccc(-n3cncn3)c([N+](=O)[O-])c2)cc1	2	1
N#Cc1c(NC(=O)COC(=O)C2CC3C=CC2C3)oc(-c2ccccc2)c1-c1ccccc1 (stereo not given)	-12	2
CC(=O)Nc1cc[n+](CC(=O)c2ccc(Cl)cc2)cc1	2	-9
O=C(COC(=O)c1ccc(S(=O)(=O)Nc2ccccc2)cc1)NCCC1=CCCCC1	-1	-2

# The list continues.
smiles	TAG inh	TAG inh DAPI viability
COc1ccc(C(=O)n2cnc(N)n2)cc1	-2	-5
CC1(Cc2ccc(Cl)cc2)C(=O)Nc2c(Cl)ccc(Cl)c21 (stereo not given)	-12	9
CC(=O)Nc1ccc(NC(=O)CSc2ncc(C(=O)Nc3ccc(F)cc3)c(=O)n2C)cc1	0	8
O=C1NC(=O)C(Cc2ccc(Cl)cc2)(c2ccccc2)N1 (stereo not given)	13	0
c1ccc(CCn2nnnc2C(c2cccs2)N2CCN(Cc3ccc4c(c3)OCO4)CC2)cc1 (stereo not given)	-11	12
N#CC(C(=O)O)=C1CCCC1	-3	7
CCNC(=O)n1cc(-n2cncn2)c(-c2ccccc2)n1	9	-5
COC1Cc2ccccc2N(C(N)=O)c2ccccc21 (stereo not given)	0	-2

# Complete entries, looked up by structure:
# CC(=O)Nc1ccc(NC(=O)CSc2ncc(C(=O)Nc3ccc(F)cc3)c(=O)n2C)cc1 is listed with TAG inh: 0; TAG inh DAPI viability: 8
# COc1ccc(C(=O)n2cnc(N)n2)cc1 is listed with TAG inh: -2; TAG inh DAPI viability: -5

# Going on with the list.
smiles	TAG inh	TAG inh DAPI viability
C(=C\c1ccccc1)/C=N/Nc1nc2ccccc2[nH]1	43	-22
O=C(Nc1cc(S(=O)(=O)N2CCOCC2)ccc1N1CCOCC1)c1ccc([N+](=O)[O-])s1	24	-8
NC(=O)C1CCN(C(=O)C2CCC(=O)N(Cc3ccc(Cl)cc3)C2)CC1 (stereo not given)	11	-3
Cc1ccc(C(=O)NCC(=O)O)s1	3	-7
CC(C)Cc1ccc(-c2cc3nc(NCCCn4ccnc4)ccn3n2)cc1	8	14
COc1ccc(NC(=O)C2=CC(c3ccco3)=NS(=O)(=O)N2C)cc1	-19	-4
Cc1cccc(C)c1NC(=O)CN(C)C(=O)c1ccccc1OCc1ccc(F)cc1	-8	-2
CCOc1ccc2[nH]c(=S)[nH]c2c1	-13	-3

# Other results:
smiles	TAG inh	TAG inh DAPI viability
CN(C)S(=O)(=O)c1ccc(/C(O)=C2/C(=O)C(=O)N(Cc3cccnc3)C2c2cccs2)cc1 (stereo not given)	-8	11
CC(C)CCN1C(=O)c2ccc(C(=O)NCc3ccco3)cc2C1=O	9	1
O=C(NCc1cccnc1)c1csc([C@@H]2C[C@H](O)[C@@H](CO)O2)n1	9	-1
Cc1onc(-c2ccccc2)c1C(=O)N1CCC(C)(C(=O)O)C1 (stereo not given)	6	-6
CN(C)CCCOC(=O)c1sc2ccccc2c1Cl	5	-8
CCN(CC)S(=O)(=O)c1cccc2cccnc12	-5	-1
COc1cccc(/C=N/NC(=O)c2cccc3ccccc23)c1	11	-4

# By substructure, the entries above containing an aryl methoxy group (18)
smiles	TAG inh	TAG inh DAPI viability
COc1ccc(/C=N/OCC(=O)NCC(C)C)c(OC)c1	-30	-1
COc1ccc(-c2nc(NC(=O)C3CC(=O)N(c4ccc5c(c4)OCCO5)C3)sc2C)cc1 (stereo not given)	36	-12
COc1cc2cnc(-c3ccccc3)c(-c3cccc(C(F)(F)F)c3)c2cc1OC	-8	-5
COc1ccc(NC(=O)CC2COc3ccccc3O2)c(OC)c1 (stereo not given)	-10	-5
COc1ccccc1CNC(=O)CCS(=O)(=O)c1cccc2nonc12	7	0
COc1ccc(OCC(=O)Nc2cccc(C(C)=O)c2)cc1	-6	-8
COc1cc2[nH]c(=O)n(Cc3ccc(C(=O)NCCCN4CCN(C)CC4)cc3)c(=O)c2cc1OC	-9	9
COCCCNC(NC(=O)c1ccc(OC)cc1)C(Cl)(Cl)Cl (stereo not given)	-22	4
COc1ccc(N(C)S(=O)(=O)c2cccc(C(=O)N3CCN(c4cccc(C)c4C)CC3)c2)cc1	-18	-5
COc1ccc(S(=O)(=O)N2CCOCC2)cc1NC(=O)c1ccc(S(=O)(=O)N2CCCCC2)cc1	1	-6
COc1ccccc1OCC(=O)NCCSCc1ccccc1Cl	-20	-4
COc1ccc(C(CNC(=O)C(C)(C)Oc2ccc(Cl)cc2)N2CCCCC2)cc1 (stereo not given)	-14	9
COc1ccc(NC(=S)N(CCN2CCOCC2)C2CCN(C(C)=O)CC2)cc1Cl	-5	17
COc1ccc(C(=O)NNC2=Nc3cccc4cccc2c34)cc1	0	4
COc1ccc(/C=N/NC(=O)c2cc(-c3cccc(C)c3)nc3ccccc23)cc1O	-5	1
COc1ccc(C(=O)n2cnc(N)n2)cc1	-2	-5
COc1ccc(NC(=O)C2=CC(c3ccco3)=NS(=O)(=O)N2C)cc1	-19	-4
COc1cccc(/C=N/NC(=O)c2cccc3ccccc23)c1	11	-4
